# Source: PubChem BioAssay
# U2OS ROS induce = ROS inducers in U2OS cancer cells, primary screen, cell-based, H2DCF-DA fluorescence. AID 624156, 2012. actives 2% (n = 46,000). U2OS ROS induction. ROS induction (% of piperlongumine), % at 10 µM; in the data active = ROS induction above about 79%, passing the limit was not always enough; inconclusive = no clear call, values can overlap the other calls;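 also: 0% = DMSO vehicle median and 100% = reference compound median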
# Numbers without * were called inactive; ? = inconclusive. The list is partial, so the mix of outcomes need not match the whole.
Compound	U2OS ROS induce
C[C@H]1CN([C@@H](C)CO)C(=O)c2cccc(NS(C)(=O)=O)c2O[C@@H]1CN(C)C(=O)Nc1ccc(F)cc1	-7
CCOc1ncccc1C(=O)Nc1cccc(C(=O)Nc2cccc(S(=O)(=O)CCO)c2)c1	50
O=C(NCCCNc1ccc(C(F)(F)F)cc1[N+](=O)[O-])c1ccc(F)cc1	0
C[C@@H]1CN([C@H](C)CO)C(=O)c2cccc(NC(=O)Nc3ccc(F)cc3)c2O[C@H]1CN(C)C(=O)Nc1cccc2ccccc12	2
COC(=O)Cc1cc(=O)n(-c2nc3ccccc3s2)[nH]1	2
Cc1ccc(-c2csc3nnc(SCC(=O)c4ccc(Cl)c(Cl)c4)n23)cc1	-1
C=CCNC(=O)[C@H]1[C@@H]2C(=O)O[C@@H](c3ccccc3)[C@@H](c3ccccc3)N2[C@@H](c2ccccc2OCCO)[C@]12C(=O)Nc1ccc(C#CC3=CCCCC3)cc12	10
COc1ccc(S(=O)(=O)Nc2ccc3c(c2)C(=O)N([C@H](C)CO)C[C@H](C)[C@H](CN(C)C(=O)c2ccccc2)OCCCC[C@@H](C)O3)cc1	5
COc1ccccc1NC(=O)c1ccc(OCC(=O)Nc2cc(Cl)cc(Cl)c2)cc1	37
c1cc2c(cc1C1CCCCC1)c1c3n2CCN=C3CCC1	4
COc1cccc(NC(=O)CCc2nc(-c3ccc(OC)c(OC)c3)no2)c1	-7
CC(C)CCNC(=O)c1cccc(Cl)c1	4
O=C(COc1ccc([N+](=O)[O-])cc1)Nc1ccncc1	-9
C[C@@H]1CN([C@H](C)CO)C(=O)c2cc(NC(=O)Nc3ccc4c(c3)OCO4)ccc2O[C@@H]1CN(C)CC1CCCCC1	-6
C[C@@H]1CN([C@H](C)CO)C(=O)c2cc(NC(=O)c3ccncc3)ccc2O[C@H]1CN(C)C(=O)Nc1ccc(F)cc1	1
CC(C)c1ccc(N(C(=O)c2ccccc2)C2C=CS(=O)(=O)C2)cc1 (stereo unspecified)	-10
COc1ccc(NC(=O)N(C)C[C@@H]2Oc3c(NC(=O)c4cnccn4)cccc3C(=O)N([C@@H](C)CO)C[C@H]2C)cc1	1
C[C@H](CO)N1C[C@H](C)[C@H](CN(C)C(=O)Nc2cccc3ccccc23)Oc2ncc(-c3cccc(F)c3)cc2C1=O	60
NC(=S)NC1CC2C=CC1C2 (stereo unspecified)	-5
C[C@H](CO)N1C[C@H](C)[C@H](CN(C)C(=O)Nc2ccccc2)Oc2ncc(Br)cc2C1=O	-1
C[C@H](CO)N1C[C@H](C)[C@H](CN(C)S(=O)(=O)c2cn(C)cn2)Oc2ccc(NS(=O)(=O)c3ccc(F)cc3)cc2C1=O	-12
CCOC(=O)c1cnc2c(C(F)(F)F)cccc2c1NCCCN1CCOCC1	113*
C[C@@H]1CN([C@H](C)CO)C(=O)Cc2cc(NC(=O)CCN3CCOCC3)ccc2O[C@H]1CN(C)CC1CCCCC1	2
Cc1ccc(C)c(-n2nnnc2SCC(=O)Nc2ccc(F)cc2)c1	-12
CCC(C(=O)Nc1ccccc1C(=O)N1CCCC1)N1C(=O)c2ccccc2C1=O (stereo unspecified)	-7
C[C@H](CO)N1C[C@H](C)[C@H](CN(C)Cc2ccc(C(=O)O)cc2)Oc2ccc(NS(=O)(=O)c3ccc(F)cc3)cc2CC1=O	-5
COc1ccc(NC(=O)c2ccc3ncsc3c2)cc1	-4
C#C[C@]1(O)CCC2C3CCc4cc(O)ccc4C3CC[C@@]21C (stereo partly specified)	0
O=C(C1=C[C@@H](c2csc3ccccc23)C[C@@H](OCc2ccc(CO)cc2)O1)N1CCCCC1	4
O=C(COc1ccc2ccccc2c1)Nc1ccccc1C(=O)Nc1ccccc1	5

# Entries shown so far that have a CF3 group (2):
Compound	U2OS ROS induce
O=C(NCCCNc1ccc(C(F)(F)F)cc1[N+](=O)[O-])c1ccc(F)cc1	0
CCOC(=O)c1cnc2c(C(F)(F)F)cccc2c1NCCCN1CCOCC1	113*

# Next part.
Compound	U2OS ROS induce
C[C@@H]1CN([C@@H](C)CO)C(=O)c2cccc(NC(=O)Nc3ccc(C(F)(F)F)cc3)c2O[C@H]1CN(C)C(=O)Nc1ccc(C(F)(F)F)cc1	14
COC(=O)C1=C[C@H](O[C@@H]2O[C@H](CO)[C@@H](O)[C@H](O)[C@H]2O)C[C@H]2[C@]3(C)C[C@@H](c4ccoc4)OC(=O)[C@H]3CC[C@@]12C	-3
C[C@H](CO)N1C[C@H](C)[C@H](CN(C)C(=O)NC2CCCCC2)Oc2ccc(NC(=O)NC3CCCCC3)cc2CC1=O	-4
CC(C)NC(=O)Nc1cccc2c1O[C@@H](CN(C)CC1CCCCC1)[C@@H](C)CN([C@@H](C)CO)C2=O	-2
COC(=O)c1ccccc1NC(=O)C(C)Oc1cccc(Cl)c1 (stereo unspecified)	8
COc1cc(CN(C)C)c(O)c(CN(C)C)c1	-4
O=C(O)C1C2CC=CC2c2cc(Cl)cc3c2N1CC1CC=CC31 (stereo unspecified)	-2
C[C@H]1CN([C@@H](C)CO)C(=O)c2cc(NC(=O)Nc3ccc4c(c3)OCO4)ccc2O[C@H]1CN(C)Cc1ccc(-c2ccccc2)cc1	18
Cc1noc(C)c1NC(=O)Nc1ccc2c(c1)C(=O)N([C@H](C)CO)C[C@H](C)[C@@H](CN(C)S(=O)(=O)c1ccc(F)cc1)OCCCC[C@@H](C)O2	-1
COc1ccc2c(=O)c(CC(=O)O)coc2c1	-5
COc1ccc(S(=O)(=O)NCCO)cc1-c1nnc2c3ccccc3c(C)nn12	-2
COC(=O)c1ccc(OCC2c3cc(OC)c(OC)cc3CCN2C(=O)c2ccccc2)cc1 (stereo unspecified)	18
Cc1ccc(S(=O)(=O)Nc2ccc3c(c2)C(=O)N([C@@H](C)CO)C[C@H](C)[C@@H](CN(C)C(=O)Nc2ccc4c(c2)OCO4)O3)cc1	-17
Cc1cc(C(=O)Nc2cccc3c2O[C@@H](CN(C)CC2CCCCC2)[C@H](C)CN([C@H](C)CO)C3=O)n(C)n1	-5
COc1ccccc1/C=C/C=N\N1CCN(c2ccccc2)CC1	13
CC(C)Nc1nc(-c2ccccc2)nc2ccccc12	5
COc1ccc(-c2nnc(SCC(=O)O)n2C)cc1OC	-8
C[C@@H]1O[C@@H](O[C@H]2[C@H](O[C@H]3[C@H](O)[C@@H](C(=O)O)O[C@@H](O[C@H]4CC[C@@]5(C)C(CC[C@]6(C)C5CC[C@]57OC[C@@]8(CCC(C)(C)CC85)[C@H](O)C[C@]76C)C4(C)C)[C@@H]3O[C@@H]3O[C@H](CO)[C@@H](O[C@@H]4OC[C@@H](O)[C@H](O)[C@H]4O)[C@H](O)[C@H]3O)O[C@H](CO)[C@H](O)[C@@H]2O)[C@H](O)[C@H](O)[C@H]1O (stereo partly specified)	-9
C[C@@H]1CCCCO[C@@H](CN(C)C(=O)NC2CCCCC2)[C@@H](C)CN([C@H](C)CO)C(=O)c2cc(NC(=O)C3CCCCC3)ccc2O1	23
COC(=O)c1ccccc1NC(=O)C1CCCN(S(=O)(=O)c2ccccc2)C1 (stereo unspecified)	16
C[C@@H]1CN([C@H](C)CO)C(=O)c2cc(NS(=O)(=O)c3cn(C)cn3)ccc2O[C@H]1CN(C)Cc1ccc(C(=O)Nc2ccccc2N)cc1	-14
COc1ccc(NC(=O)N(C)C[C@@H]2Oc3c(NS(=O)(=O)c4ccc(OC)cc4)cccc3C(=O)N([C@@H](C)CO)C[C@H]2C)cc1	5
O=C(NCC1CCCO1)c1ccc(NC(=O)c2cc(-n3cnnc3)ccc2Cl)cc1 (stereo unspecified)	-10
C[C@@H]1CN([C@@H](C)CO)C(=O)c2cccc(NC(=O)Nc3ccc(F)cc3)c2O[C@H]1CN(C)C(=O)NC1CCCCC1	-10
Cc1cc(C)cc(NC(=O)c2cc3ccccc3o2)c1	3
O=C(Nc1sc2c(c1C(=O)NCc1ccco1)CCC2)c1sc2ccccc2c1Cl	10
C[C@H]1CN([C@@H](C)CO)C(=O)c2cccc(NC(=O)C3CC3)c2O[C@H]1CN(C)S(=O)(=O)c1ccc(Cl)cc1	1
Cc1ccc(S(=O)(=O)Nc2cccc3c2O[C@@H](CN(C)C(=O)NC2CCCCC2)[C@H](C)CN([C@@H](C)CO)C3=O)cc1	-9
C[C@@H]1CN([C@@H](C)CO)C(=O)c2cccc(NS(=O)(=O)c3ccc(F)cc3)c2O[C@H]1CN(C)Cc1ccc(Cl)c(Cl)c1	4
C[C@@H]1CCCCO[C@@H](CN(C)C(=O)NC2CCCCC2)[C@@H](C)CN([C@H](C)CO)C(=O)c2cc(NS(=O)(=O)c3ccccc3)ccc2O1	31

C=CCSc1nc2c(c(=O)n1Cc1ccco1)C1(CCCCC1)Cc1ccccc1-2
  U2OS ROS induce = 32
Cc1cc(C(=O)N(c2ccccc2)C(C)C2CC2)c(Cl)cc1Cl (stereo unspecified)
  U2OS ROS induce = 11
C[C@H]1CN([C@@H](C)CO)C(=O)c2cccc(NC(=O)C3CCOCC3)c2O[C@H]1CN(C)S(C)(=O)=O
  U2OS ROS induce = -16
Cc1ccc(S(=O)(=O)N(C)C[C@H]2Oc3ccc(N(C)C)cc3CC(=O)N([C@@H](C)CO)C[C@@H]2C)cc1
  U2OS ROS induce = 10
Cc1ccc(S(=O)(=O)Nc2cccc3c2O[C@@H](CN(C)C)[C@@H](C)CN([C@H](C)CO)C3=O)cc1
  U2OS ROS induce = 1
CCOc1ccc(/C=N\n2c(C)nnc2C)cc1
  U2OS ROS induce = 1
CCN(CC)c1ncc2c(=S)[nH]c(=S)[nH]c2n1
  U2OS ROS induce = 54
COc1cc(O)c(C(=O)CCc2ccccc2)c(O)c1Cc1ccccc1O
  U2OS ROS induce = 5
C=C(C)[C@@H]1CC=C(/C=N/NC(=O)CCCCCCC(=O)Nc2ccccc2O)CC1
  U2OS ROS induce = 13
O=C(CC(NC1CCCCC1)C(=O)O)Nc1cccc(Cl)c1 (stereo unspecified)
  U2OS ROS induce = -4

Cc1nn(CC(=O)NCc2ccc(OC(C)C)cc2)c(=O)c2cc3occc3n12
  U2OS ROS induce = 0
COc1ccc(CN(C)C[C@H]2Oc3c(NC(=O)c4ccncc4)cccc3C(=O)N([C@H](C)CO)C[C@@H]2C)cc1
  U2OS ROS induce = 23
CC(C)NC(=O)Nc1ccc2c(c1)C(=O)N([C@@H](C)CO)C[C@@H](C)[C@@H](CN(C)C)O2
  U2OS ROS induce = -14
C[C@H](CO)N1C[C@H](C)[C@H](CN(C)C(=O)NC2CCCCC2)Oc2ccc(NC(=O)CCC(F)(F)F)cc2C1=O
  U2OS ROS induce = 6
C[C@H](CO)N1C[C@H](C)[C@@H](CN(C)C(=O)Nc2ccc3c(c2)OCCO3)OCc2cn(nn2)CCCC1=O
  U2OS ROS induce = -9
CCN(CC(=O)Nc1ccccc1)S(=O)(=O)c1ccc(OC)cc1
  U2OS ROS induce = 4
CC1Cc2cc(S(=O)(=O)NN3CCOCC3)ccc2N1C(=O)C1CC1 (stereo unspecified)
  U2OS ROS induce = -1
C[C@@H]1CN([C@@H](C)CO)C(=O)c2cccc(NC(=O)C3CC3)c2O[C@@H]1CN(C)Cc1ccc2c(c1)OCO2
  U2OS ROS induce = -4
Cc1cc(C)c(NC(=O)C(C)N(c2ccccc2)S(C)(=O)=O)c(C)c1 (stereo unspecified)
  U2OS ROS induce = -9
Cc1ccccc1CN1C(=O)C(O)(CC(=O)c2ccc3c(c2)CCCC3)c2ccccc21 (stereo unspecified)
  U2OS ROS induce = -9

# Reprinted at random: 5 compounds from above.
Cc1ccccc1CN1C(=O)C(O)(CC(=O)c2ccc3c(c2)CCCC3)c2ccccc21 (stereo unspecified)
  U2OS ROS induce = -9
C[C@H](CO)N1C[C@H](C)[C@H](CN(C)C(=O)NC2CCCCC2)Oc2ccc(NC(=O)CCC(F)(F)F)cc2C1=O
  U2OS ROS induce = 6
CC1Cc2cc(S(=O)(=O)NN3CCOCC3)ccc2N1C(=O)C1CC1 (stereo unspecified)
  U2OS ROS induce = -1
COc1ccc(CN(C)C[C@H]2Oc3c(NC(=O)c4ccncc4)cccc3C(=O)N([C@H](C)CO)C[C@@H]2C)cc1
  U2OS ROS induce = 23
C[C@@H]1CN([C@@H](C)CO)C(=O)c2cccc(NC(=O)C3CC3)c2O[C@@H]1CN(C)Cc1ccc2c(c1)OCO2
  U2OS ROS induce = -4

# Carrying on:
C[C@@H]1CN([C@@H](C)CO)C(=O)c2cccc(NC(=O)Nc3ccc(C(F)(F)F)cc3)c2O[C@H]1CN(C)Cc1ccc(-c2ccccc2)cc1
  U2OS ROS induce = 13
C[C@H]1CN([C@@H](C)CO)C(=O)c2cc(NC(=O)Nc3cccc4ccccc34)ccc2O[C@@H]1CN(C)Cc1ccc(-c2ccccc2)cc1
  U2OS ROS induce = ?
Cc1ccc(NC(=O)COc2ccc(CO)cc2Br)cc1
  U2OS ROS induce = 7
C[C@@H]1CN([C@H](C)CO)C(=O)c2cc(NC(=O)C3CCCCC3)ccc2O[C@H]1CN(C)C(=O)Nc1ccc(F)cc1
  U2OS ROS induce = -4
Oc1oc(-c2ccc(Br)cc2)nc1C=Nc1ccccc1
  U2OS ROS induce = 8
C[C@H](CO)N1C[C@H](C)[C@H](CN(C)Cc2ccc3c(c2)OCO3)Oc2ncc(-c3cccc(C(F)(F)F)c3)cc2C1=O
  U2OS ROS induce = 6
COc1ccc(S(=O)(=O)Nc2ccc3c(c2)C(=O)N([C@H](C)CO)C[C@H](C)[C@H](CN(C)S(=O)(=O)c2ccc(Cl)cc2)O3)cc1
  U2OS ROS induce = 10
Fc1ccccc1-c1nnc(SCc2ccc(Br)cc2)n1Cc1ccco1
  U2OS ROS induce = 16
Cc1noc(C)c1NC(=O)N(C)C[C@H]1Oc2c(NC(=O)Nc3ccc4c(c3)OCO4)cccc2C(=O)N([C@H](C)CO)C[C@@H]1C
  U2OS ROS induce = -24
